ATXN2 expr inh: reduces ATXN2 reporter expression in HEK-293 cells. HEK-293 ATXN2-luciferase reporter, luminescence, 24 h. Potency, µM (top dose mostly 57 µM), inactives show at the highest dose activity change, negative = inhibition, most hits filed as inhibitors. actives 0.72% (n = 360,000); further: potency means the concentration at half of the fitted maximal effect; on the % scale 0 is the no-effect control and ±100 the full control effect; nearly all actives have a fitted effect of over 55% in size
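qHTS (up to 57 uM final) was run with 24 h compound exposure of reporter cells at 37 °C. Each well was multiplexed: SteadyGlo luminescence measured ATXN2-luciferase expression after a fluorogenic Gly-Phe-AFC viability readout (25 uM final).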
S2 tox: viability counter-screen for ATXN expression inhibitors; S2 cells (HEK-293 line with an ATXN2-luciferase reporter) viability, CellTiter-Fluor protease fluorescence, 24 h; Potency, µM (series often up to 56.7 µM), actives largely listed as cytotoxic; actives 0.49% (n = 400,000); AID 651635; further: potency means the concentration at half of the fitted maximal effect; nearly all actives have a fitted effect of over 40% in size
TGFb SMAD3 inh: TGF-b pathway inhibition; AID 588855; HepG2 CAGA-GFP TGF-b/SMAD3 reporter, GFP fluorescence, 18 h; TGF-beta stimulated, 500 pg/mL final; Potency, µM (highest dose often 46.1 µM), for inactives: at the highest dose activity, negative = inhibition, most hits filed as inhibitors; actives 1.2% (n = 410,000); further: potency means the concentration at half of the fitted maximal effect; on the % scale 0 is the no-effect control and ±100 the full control effect; nearly all actives have a fitted effect of over 65% in size
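Smad-responsive CAGA-GFP expression was quantified in HEPG2 cells exposed to compounds and 500 pg/mL final TGF-beta for 18 h at 37 degrees C; unstimulated wells defined full inhibition.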
IL1B secr inh: blocks inflammasome-driven IL-1 beta release; THP-1 LPS/ATP IL-1B secretion, AlphaLISA, 16 h; active compounds read low; activity change, % at 57.5 µM; actives 4.7% (n = 360,000); AID 743279; in the data active means activity change below about -50%; inconclusive means mostly about -30% to -49%; further: on the % scale 0 is the no-effect control and ±100 the full control effect
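THP-1 cells pretreated 1 hr with compounds (up to 57.5 uM final), then stimulated with LPS (250 ng/mL final) plus ATP (1.25 mM final); secreted IL-1B measured by AlphaLISA after 16 hr, decreased signal indicating inhibition.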
MCF10A rereplic: DNA re-replication induction in MCF 10a cells; AID 624296; actives 2.9% (n = 350,000); MCF 10A DNA re-replication, Hoechst nuclear intensity, 48 h; Potency, µM (series often up to 46.1 µM), for the others: top-dose activity, positive = re-replication, actives largely listed as activators; further: potency means the concentration at half of the fitted maximal effect; % of control where 0% means no effect; nearly all actives have a fitted effect of over 50% in size
A549 tox: kills or reduces viability of A549 cells in Nrf2 counter-screen; A549 ARE-Fluc cells, CellTiter-Fluor viability, 18-24 h; Potency, µM (highest dose often 46 µM), for the others: top-dose activity change, negative = cytotoxicity, usual class: inhibitors; actives 0.16% (n = 390,000); AID 504648; further: potency means the concentration at half of the fitted maximal effect; on the % scale 0 is the no-effect control and ±100 the full control effect
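A549 ARE-Fluc cells in 5% FBS OPTI-MEM, 5000 cells/well, rested 2 h then exposed to compounds in concentration-response for 18-24 h at 37 °C. Viability by CellTiter-Fluor fluorescence (Ex 405/Em 525) after 30 min; luciferase luminescence (BugLite, 15 min, RT) read afterwards.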
Nrf2 block: inhibitors of Nrf2 signaling | A549 ARE-Fluc reporter, luciferase luminescence, 18-24 h | Potency, µM (doses to about 46 µM), for the others: at the top dose activity change, negative = inhibition, usual class: inhibitors | actives 2.1% (n = 360,000) | AID 504444; further: potency means the concentration at half of the fitted maximal effect; on the % scale 0 is the no-effect control and ±100 the full control effect; nearly all actives have a fitted effect of over 60% in size
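A549 ARE_Fluc cells (5000/well, 5% FBS OPTI-MEM) pre-incubated 2 h, then treated with compounds 18-24 h at 37C/5% CO2 in concentration-response. CellTiter-Fluor viability read first; BugLite luciferase luminescence after 15 min at room temperature gives Nrf2 activity.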
Nrf2 ARE act: activators of Nrf2 (ARE) signaling | AREc32 ARE-luciferase reporter (MCF7-derived line), luminescence, 24 h | Potency, µM (top dose mostly 46.1 µM), inactives show at the highest dose activation, hits mostly activators | actives 0.31% (n = 410,000); further: potency means the concentration at half of the fitted maximal effect; % of control where 0% means no effect; nearly all actives have a fitted effect of over 65% in size
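Nrf2 activation is followed as ARE-luciferase induction in the AREc32 line after one day of compound treatment; luminescence is read with Steady-Glo.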
HepG2 viability: counter-screen for TGF-b inhibitors: cytotoxicity in HepG2 cells; actives 0.76% (n = 410,000); HepG2 CAGA-GFP viability, ATP luminescence, 18 h; Potency, µM (series often up to 46.1 µM), for inactives: top-dose activity change, negative = cytotoxicity, usual class: cytotoxic; further: potency means the concentration at half of the fitted maximal effect; some results filed as inactive show a strong effect at the top dose
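HepG2 CAGA-GFP cells (1000/well, DMEM with 1% FBS) received compound, then TGF-beta at 500 pg/mL final, and were incubated 18 hours at 37 degrees C. Viability was read by CellTiter-Glo luminescence. Media-only wells were set as complete cell-killing and DMSO as no toxicity.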
* marks the source's active call; other numbers are inactive results; i = inactive; ? = inconclusive; nt = not tested or not shown; & = joins results of further samples; [ ] = remark or other dose. Unless noted, the call rests on the fitted dose curve; in most records, active means well fitted curve in the direction sought with a large enough effect; inconclusive means small, poorly fitted or top-dose-only effect, or another doubt; inactive means no such curve, though single readings can be large; an effect the other way counts as inactive or inconclusive.

SMILES | Nrf2 ARE act | MCF10A rereplic | A549 tox | Nrf2 block | IL1B secr inh | TGFb SMAD3 inh | HepG2 viability | ATXN2 expr inh | S2 tox
O=C(NCC(=O)N1CCN(c2ccccc2O)CC1)c1ccc2c(c1)OCO2 | 0.0% | -16% | 6% | -6% | ? | -1% | -13% | 15% | i
COCCNC(=O)c1cc2c(c(-c3cccc(C#CC(C)(C)O)c3)n1)[C@@H](CCO)N(S(=O)C(C)(C)C)C2 (stereo partly specified) | 0.0% | nt | nt | nt | 28 | 2% | -6% | -7% | i
Cc1nc(NC(=O)CSc2nnc(C3CC3)n2N)c(Cl)cc1Cl | 0.0% | -14% | -1% | 2% | 10 | 3% | 9% | -6% | i
N#Cc1c(N)n(-c2ccc(O)cc2)c2nc3ccccc3nc12 | 0.5% | ? | -10% | -6% | -2 | -1% | 0% | -13% | i
CC(C)(C)C(=O)Nc1ccc(C(=O)Nc2cc(NC(=O)c3ccc(NC(=O)C(C)(C)C)cc3)cc(C(=O)O)c2)cc1 | 3.6% | ? | -5% | ? | 5 | -4% | 0% | 22% | i
CCOC(=O)C1(C(C)(C)CC)CC(CSc2nc3ccccc3[nH]2)OC1=O (stereo unspecified) | 0.4% | ? | -5% | -15% | 10 | -10% | -48% | -22% | ?
O=S(=O)(c1ccc(Cl)cc1)c1nc(-c2ccccc2Br)oc1N1CCOCC1 | -0.2% | nt | -3% | ? | nt | 0% | -21% | -13% | i
CC(C)(C)OC(=O)NCCc1onc(-c2ccc([N+](=O)[O-])cc2)c1C(=O)O | 0.3% | nt | nt | nt | 7 | 11% | -4% | -7% | i
O=C(C1=C[C@@H](c2ccc(C(F)(F)F)cc2)C[C@@H](OCCCCO)O1)N1CCOCC1 | 0.0% | -5% | -1% | 6% | -1 | 22% | 21% | 0% | i
Cc1cccc(-c2nc(CN3CCCC(C(=O)N4CCN(c5cc(Cl)ccc5C)CC4)C3)c(C)o2)c1 (stereo unspecified) | 1.6% | nt | 1% | 8% | nt | -21% | -18% | ? | ?
CCOP(=O)(Nc1cccc2oc(=O)c3ccccc3c12)OCC | ? | -3% | 12% | -14% | 14 | -12% | -4% | -11% | i
O=C(CCC(=O)N1CCN(c2ccccc2F)CC1)c1ccc(F)cc1 | 0.3% | 4% | -3% | 1% | -6 | 4% | -34% | 15% | i
COc1ccc(N2CCN(CCCn3cnc4c(SC)ncnc43)CC2)cc1 | 2.7% | nt | nt | nt | 28 | -27% | -27% | -16% | i
Cc1ccc(O)c(NC(=O)c2cc(-c3ccc(F)cc3)no2)c1 | 18% | nt | -10% | 13% | nt | 3% | -6% | 12% | i
COCCN(Cc1cc2cc(C)ccc2n2nnnc12)C(=S)Nc1ccc(C)cc1 | -0.7% | 3% | 1% | -10% | -7 | 1% | 9% | nt | i
CCCCN1C[C@H](CSC)[C@@H](CC(=O)Nc2ccc(Br)cc2)C1=O | 3.4% | nt | nt | nt | -11 | -14% | -35% | -15% | i
NS(=O)(=O)c1ccc(NC(=O)COC(=O)c2ccc3c(c2)OCCO3)cc1 | 0.2% | -2% | -17% | 0% | 3 | -3% | -9% | -13% | i
CCOC(=O)c1ccc(NC(=O)CN(c2ccc(C)cc2)S(=O)(=O)c2c(C)noc2C)cc1 | -0.9% | nt | 2% | 4% | nt | ? | -30% | ? | ?
O=C(c1ccc(COc2c(F)c(F)c(F)c(F)c2F)o1)N1CCOCC1 | 3.6% | 20% | 0% | 5% | 1 | 7% | -1% | 1% | i
O=C(Nc1ccccc1)Nc1nnc(-c2ccccc2)s1 | 6.4% | -4% | 13% | 8% | ? | -1% | -23% | nt | i
COc1cccc(NC(=O)CN(C)C(=O)c2cccnc2Sc2ccc(C)c(C)c2)c1 | -0.5% | 3% | 0% | 1% | -11 | 8% | 3% | -8% | i
CC12COC3(C(=O)Nc4ccccc4)CC1CCC32C (stereo unspecified) | -0.5% | 10% | 0% | 11% | 8 | 10% | 3% | -26% | i
COc1ccccc1C(=O)Nc1c2c(nn1-c1ccc([N+](=O)[O-])cc1)CS(=O)(=O)C2 | 0.2% | -1% | 1% | 16% | 0 | 10% | -2% | 15% | i
C[C@H](CO)N1C[C@H](C)[C@@H](CN(C)C(=O)NC2CCCCC2)Oc2ccc(NC(=O)Cc3ccccc3)cc2C1=O | 0.4% | 0% | -1% | 2% | -4 | -3% | -21% | 2% | i
CCCCNC(=O)N(O)C1N(/N=C/c2cccs2)C(=S)SC1(C)C (stereo unspecified) | 3.0% | 5% | 0% | 2% | 28 | 23% | 2% | 4% | ?
CC[C@@H](NS(=O)(=O)c1ccc(C)cc1)C(=O)Oc1ccc2c3c(c(=O)oc2c1)CCC3 | 0.2% | -3% | 4% | -3% | -10 | 3% | 6% | 2% | i
N#Cc1ccc(COc2ccc(CCO)cc2-n2nc3ccccc3n2)cc1 | 3.0% | -5% | -7% | 2% | 11 | 2% | -31% | -13% | ?
CCOC(=O)c1nc(Nc2ccc(OC)cc2)c2ccccc2n1 | -0.3%&3.8% | -1% | -2%&-11% | -2%&-5% | 34 | 11%&-3% | -2%&-19% | -7%&15% | i
O=S(=O)(NC1CCCCC1NS(=O)(=O)c1ccc(F)cc1)c1ccc(F)cc1 (stereo unspecified) | 0.2% | -7% | 1% | ? | -3 | 11% | -7% | -3% | i
O=C(O)CCCNC(=O)c1ccccn1 | -0.2% | -34%[inhibitor] | 6% | ? | -2 | 20% | 3% | 2% | i
N#Cc1cc2c(nc1SCc1ccc(Cl)nc1)CCCCC2 | 0.4% | 26% | 0% | -12% | -14 | 1% | 11% | 0% | i
Cc1c(NC(=O)C(C)OC(=O)c2c3c(nc4ccccc24)CCC3)c(=O)n(-c2ccccc2)n1C (stereo unspecified) | -0.4% | -12% | 0% | 4% | -8 | -8% | 4% | -20% | i
CCOc1cc(CNn2cnnc2)cc(Br)c1OCC(=O)NC1CCCCC1 | -0.1% | 2% | 2% | 8% | 12 | -1% | -2% | -11% | i
CC(=O)c1cccc(CN2CCCC(C(=O)Nc3ccc(-c4ccco4)cc3)C2)c1 (stereo unspecified) | 11% | ? | -9% | ? | -18 | -4% | -9% | -27% | i
Cc1c(CCNC(=O)c2ccc(C(F)(F)F)cc2)sc2nc(-c3ccc(F)cc3)nn12 | 0.4% | nt | 0% | nt | nt | -6% | -13% | nt | nt
CCn1c2ccccc2c2cc(N=C3SC(CC(=O)Nc4ccccc4OC)C(=O)N3C)ccc21 (stereo unspecified) | -0.8% | 8% | -16% | ? | 24 | -4% | 5% | -15% | i
Nc1ncc(-c2nnnn2-c2ccc(Cl)cc2)c(-c2ccc(Cl)cc2)n1 | 0.2% | ? | -30% | ? | 40 | -5% | -15% | 30% | i
Cc1cc(C(=O)N2CCc3ccccc32)n(-c2ccccc2)n1 | 0.4% | ? | -4% | -1% | 36 | -11% | -54% | -21% | ?
C[C@H](NC(=O)[C@@H]1Cc2ccccc2CN1)C(=O)NC1CCCCC1 | -0.1% | 0% | 1% | -5% | 32 | 0% | 3% | -19% | i
Clc1ccc2oc(-c3ccccc3)nc2c1 | ? | 3% | 0% | ? | 6 | -4% | 0% | -8% | i
CC(=O)Nc1ccc(OCC(O)Cn2cccn2)cc1 (stereo unspecified) | 0.6% | -1% | -3% | ? | -14 | 6% | -18% | nt | i
CC(=O)Nc1ccn(C2OC(C(COC(C)=O)NC(=O)C(CCCCNC(=O)OCc3ccccc3)NC(=O)OC(C)(C)C)C(OC(C)=O)C2OC(C)=O)c(=O)n1 (stereo unspecified) | nt | nt | 13% | 6% | nt | -21% | -4% | nt | nt
CCOc1ccc(C(=O)NCC(c2ccco2)N2CCc3ccccc3C2)cc1 (stereo unspecified) | 0.3% | 3% | 0% | 4% | -9 | -27% | -5% | 10% | i
CN1CCCN(C(=O)c2cccc(Cl)c2)CC1 | -0.1% | -6% | -3% | -9% | 2 | -27% | -1% | 8% | i
CCC(=O)OCc1cc2cccc(C)c2[nH]c1=O | 0.3% | ? | 9% | 26% | -19 | -7% | 1% | 2% | i
COc1ccc(OCCC(=O)OCc2c(C)noc2C)cc1 | 0.2% | -5% | -16% | -15% | 0 | 16% | 8% | -3% | i
CCOC(=O)c1cc2cc3ccccc3cc2oc1=O | ? | 8% | 0% | 2% | -12 | -7% | -28% | -27% | i
O=C1c2ccccc2S(=O)(=O)N1CC(O)Cn1c2ccccc2c2ccccc21 (stereo unspecified) | 2.3% | ? | -1% | -5% | -18 | -12% | -16% | -3% | i
O=C(CCC1CCCC1)N1CCc2c([nH]c3ccccc23)C1c1ccc(Cl)cc1 (stereo unspecified) | 4.9% | nt | 8% | nt | nt | -9% | -31% | nt | nt
Cc1nc2c(ccc3c([N+](=O)[O-])cccc32)c(C)c1C | 3.4% | 19% | -2% | 1% | 1 | 3% | -3% | nt | i
C=CCNC(=O)C1=NOC(CNC(=O)c2c(-c3ccccc3Cl)noc2C)C1 (stereo unspecified) | -0.4% | -1% | 4% | nt | 23 | 3% | -2% | -2% | i

2 records picked at random from those above, as already listed:
SMILES | Nrf2 ARE act | MCF10A rereplic | A549 tox | Nrf2 block | IL1B secr inh | TGFb SMAD3 inh | HepG2 viability | ATXN2 expr inh | S2 tox
CCOc1ccc(C(=O)NCC(c2ccco2)N2CCc3ccccc3C2)cc1 (stereo unspecified) | 0.3% | 3% | 0% | 4% | -9 | -27% | -5% | 10% | i
COc1ccc(OCCC(=O)OCc2c(C)noc2C)cc1 | 0.2% | -5% | -16% | -15% | 0 | 16% | 8% | -3% | i

High-throughput results: PubChem, National Center for Advancing Translational Sciences (NCATS)
